Assay outcomes: PubChem, several laboratories
CDK5 p35 inh – inhibitors of human CDK5/p35 kinase, primary screen, biochemical, single concentration; Cyclin-dependent kinase 5 (Homo sapiens) + Cyclin-dependent kinase 5 activator 1 (Homo …; Recombinant CDK5/p35, ADP-Glo luminescence, 60 min; inhibition, % at 10 µM; 330,000 tested, 0.01% active; AID 488839, 2010;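 active means highest replicate inhibition of at least 50% and at least 75% of replicates reaching 50%; inconclusive means only one of the two criteria met; inactive means both criteria failed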;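 further: plate controls were DMSO neutral control for no effect and GW8510 at 10 µM for full effect; many of its hits are not listed in these tables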
Target sequence (Q00535 whole entry, looked up): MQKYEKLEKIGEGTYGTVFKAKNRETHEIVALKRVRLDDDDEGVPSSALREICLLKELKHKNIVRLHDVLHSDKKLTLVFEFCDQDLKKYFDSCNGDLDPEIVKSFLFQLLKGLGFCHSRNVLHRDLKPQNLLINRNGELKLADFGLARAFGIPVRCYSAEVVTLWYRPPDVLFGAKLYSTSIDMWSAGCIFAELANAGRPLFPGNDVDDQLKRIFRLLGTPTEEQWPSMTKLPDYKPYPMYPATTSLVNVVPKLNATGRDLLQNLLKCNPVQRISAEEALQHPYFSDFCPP
Target sequence (Q15078 whole entry, looked up): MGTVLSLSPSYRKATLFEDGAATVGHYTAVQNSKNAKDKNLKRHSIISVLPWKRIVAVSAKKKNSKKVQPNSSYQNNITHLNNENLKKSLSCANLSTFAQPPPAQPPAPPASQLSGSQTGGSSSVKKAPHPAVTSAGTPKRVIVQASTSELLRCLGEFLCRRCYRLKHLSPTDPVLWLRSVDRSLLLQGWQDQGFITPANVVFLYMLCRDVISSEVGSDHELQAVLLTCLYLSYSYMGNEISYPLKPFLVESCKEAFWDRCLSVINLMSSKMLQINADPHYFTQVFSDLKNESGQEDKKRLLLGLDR
Wnt bcat act – Wnt/beta-catenin pathway activators, primary screen, cell-based, plate reader, single point. AID 743398, 2014. 300,000 tested, 1.2% active. Wnt/beta-catenin reporter cell assay, activator. activation, % at 9.35 µM; in the data active means activation above about 30%, passing the limit was not always enough; inconclusive means no clear call, values can overlap the other calls;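 further: 0% = neutral control wells and 100% = positive control wells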
CAL PDZ FP-1 – CAL PDZ peptide-binding inhibitors, primary screen, biochemical, fluorescence polarization, Cer-tagged CAL PDZ, HTS; purified CAL PDZ, TMR-peptide fluorescence polarization, 1 h; Golgi-associated PDZ and coiled-coil motif-containing protein (Homo sapiens), Q9HD26; inhibition, % at 20 µM; 330,000 tested, 0.02% active; AID 504414, 2011;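 active means highest replicate inhibition of at least 40%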;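 further: plate controls were DMSO neutral control wells for no effect and unlabeled competitor peptide control wells for full effect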
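Material: tagged CAL PDZ protein CerCALP, purified; buffer or medium: sodium phosphate/NaCl buffer pH 7.4 with TCEP, IgG, Thesit; also added: fluorescent TMR peptide probe; schedule: 1 h incubation at room temperature before polarization reading; technique: fluorescence polarization from S- and P-plane intensities, G-factor corrected; control set: unlabelled peptide and DMSO controls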
Tat export inh – E. coli Tat export inhibitors, primary screen, MC4100, TorA-mCherry reporter, fluorescence, single point; inhibition, % at 10 µM; 340,000 tested, 0.036% active; AID 488895, 2010;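 active means mean replicate inhibition at least 50% and at least half of replicates individually reaching 50%; inconclusive means only one of the two criteria met; inactive means neither criterion met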;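 further: exported cargo escapes ClpAP degradation while cytoplasmic cargo is degraded and loses fluorescence; 0% = median of neutral control wells and 100% = median of NaSCN control wells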
cardiac RTF act – cardiac RTF calcium sensitivity activators, primary screen, biochemical, IANBD-TnC fluorescence, EC20 calcium | Troponin I, cardiac muscle (Homo sapiens) + Troponin T, cardiac muscle (Homo sapiens) + … | IANBD-labeled TnC RTF fluorescence at EC20 calcium; 0% EC20 calcium, 100% full calcium | activation, % at 7.2 µM | 340,000 tested, 0.24% active | AID 493008, 2010;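 active means activation above the mean over all tested compounds plus 3 SD, cut at about 30% in these data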;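 further: rise in fluorescence read as greater calcium sensitivity of cardiac thin filaments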
dFosB activator – activators of delta FosB homodimer, primary screen, biochemical, fluorescence polarization, TAMRA-CDK5 oligo, single point | purified delta FosB; percent of positive-control signal above neutral wells | activation, % at 25 µM | 340,000 tested, 0.99% active | AID 493131, 2011;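 active means mean activation above about 17%, with every replicate also reaching it, limit read from the data, passing the limit was not always enough; inconclusive means only one of the two conditions met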;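 further: fluorescence polarization rise as delta FosB binds a TAMRA Cdk5 AP-1 oligo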
Target sequence (P13346 whole entry, looked up): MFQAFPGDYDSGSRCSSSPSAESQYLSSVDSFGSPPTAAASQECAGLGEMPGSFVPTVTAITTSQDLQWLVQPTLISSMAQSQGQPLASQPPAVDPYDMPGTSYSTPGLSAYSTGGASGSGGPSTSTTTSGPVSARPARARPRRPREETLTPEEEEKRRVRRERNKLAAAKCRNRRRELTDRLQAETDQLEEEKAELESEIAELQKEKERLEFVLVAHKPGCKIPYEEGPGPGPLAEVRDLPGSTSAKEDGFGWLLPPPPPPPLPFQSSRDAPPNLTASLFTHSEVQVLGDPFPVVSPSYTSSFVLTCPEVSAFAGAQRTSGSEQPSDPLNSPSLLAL
V-ATPase pHluor – regulators of yeast V-ATPase proton pumping, primary screen, pHLuorin cytosolic pH fluorescence. response, % at 10 µM. AID 504577, 2011. S. cerevisiae. 350,000 tested, 0.37% active; in the data active means response mostly above about 7.3%, no sharp cut-off; inactive means mostly below about 5.4%; further: actives read high; inactives centre near 0; some compounds called inactive have numbers as strong as hits
CAL PDZ FP-2 – untagged CAL PDZ binding inhibitors, primary screen, biochemical, fluorescence polarization, HTS | Golgi-associated PDZ and coiled-coil motif-containing protein (Homo sapiens), Q9HD26 | purified CAL PDZ, TMR-peptide fluorescence polarization, 1 h | inhibition, % at 24.9 µM | 300,000 tested, 0.92% active | AID 602252, 2012;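 active means mean inhibition of at least 30% with at least half of replicates also reaching 30%; inconclusive means no clear call, values can overlap the other calls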;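 further: 0% = DMSO neutral control and 100% = excess unlabeled competitor peptide PRC23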
MITF TRPM1 HTS – activators of MITF-driven TRPM1 promoter reporter, primary screen, cell-based, SK-MEL-5, luciferase, single point. activation, % at 12.5 µM. 300,000 tested, 0.75% active. SK-MEL-5 TRPM1-promoter luciferase, 24 h; % of positive control, neutral wells = 0;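 active means mean activation of at least 80% with every replicate also reaching 80%; inconclusive means mean reaches 80% but some replicate falls short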;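 further: 0% = neutral control wells and 100% = parthenolide positive control wells; values of inactives mirror those of a sister screen read the other way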
Rtt109 Vps75 – inhibitors of C. albicans Rtt109/Vps75 HAT, primary screen, biochemical, ThioGlo CoA-SH fluorescence, plate reader | purified Rtt109/Vps75, 4 h | Histone acetyltransferase RTT109 (Candida albicans (strain SC5314 / ATCC MYA-2876)), … | inhibition, % at 34.9 µM | 330,000 tested, 0.16% active | AID 540336, 2011;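 active means inhibition of at least 50% in every replicate; inconclusive means best replicate reaches 50% inhibition but some replicates fall short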
* hit, by the source's call; ? = inconclusive; . = not tested or not shown. Compounds were not picked by outcome; 4.1% or so of the library scored in one or more.

entry	CDK5 p35 inh	Wnt bcat act	CAL PDZ FP-1	Tat export inh	cardiac RTF act	dFosB activator	V-ATPase pHluor	CAL PDZ FP-2	MITF TRPM1 HTS	Rtt109 Vps75	molecule
1	-0.4	-5	-2.7	-1	8	-4	-1	-2	.	-4	CCOC(=O)C1(C)NC(c2ccc(OC)cc2OC)C2C(=O)N(c3cccc(OC)c3)C(=O)C21 (configuration not stated)
2	-1.0	.	-0.6	-5	6	4	0	0	-3	-2	Cc1ccccc1CNC(=O)/C=C\C(=O)O
3	-0.3	0	-0.1	5	3	-25	1	0	-1	3	Cc1ccc(-n2cc(CN(C)Cc3nccn3C)c(-c3cccc(C)c3)n2)cc1
4	-0.9	.	-1.5	3	-3	-8	-3	-1	6	-10	CCOC(=O)Nc1sc2nc(C)cc(C)c2c1-n1cccc1
5	0.1	.	-0.1	-2	2	-6	2	-4	.	8	Cc1nnc(Nc2ccc(C(=O)NCCO)cc2)c2ccccc12
6	3.2	1	-0.3	-10	11	-8	-1	-1	-9	5	COc1cc(CC(=O)OCC(=O)Nc2cc([N+](=O)[O-])ccc2Cl)cc(OC)c1OC
7	-1.2	1	-2.8	-2	-5	-3	1	5	5	1	O=C(OCc1ccccc1)/C(=C/c1cccc([N+](=O)[O-])c1)NC(=O)c1ccco1
8	-3.1	.	-2.7	5	-4	-10	0	-3	-2	.	COCCn1nnnc1C(c1cccs1)N1CCN(c2ccccc2)CC1 (configuration not stated)
9	-0.8	-1	-1.0	-18	-10	-1	2	-3	1	11	CCn1c(SCC(=O)NC2CCCC2)nnc1-c1ccncc1
10	-0.9	-4	-0.6	5	5	-14	-4	17	0	1	Cc1ccc(S(=O)(=O)N2CCN(C(=O)[C@H](Cc3ccccc3)NC(=O)c3ccco3)CC2)cc1
11	-3.1	0	-1.1	3	3	-1	-3	-2	-3	-2	O=C(NCc1ccc2c(c1)OCO2)C1CC(=O)N(c2ccc(Cl)cc2)C1 (configuration not stated)
12	-0.1	-4	-0.5	-5	-4	1	2	-4	-2	-6	CCOc1ccc(NC(=O)N(CCN2CCOCC2)Cc2ccc3c(c2)CCCN3CC)cc1
13	1.5	2	-0.9	-1	-2	-3	0	-4	-8	-6	C[C@H](NC(=O)CCCn1nnc2ccccc2c1=O)C(=O)O
14	1.0	0	-1.4	-6	6	-5	0	4	-3	0	COc1ccc(CCN(C)C(=O)/C=C/c2c(Cl)nc3ccccn23)cc1OC
15	-2.0	3	0.4	2	0	-6	-3	-5	-5	-5	Cc1ncn(-c2ccccc2)c1-c1ccccc1
16	-0.4	.	-0.2	-9	-3	-3	1	-1	-25	-2	O=C(CN1CC(=O)Oc2ccccc21)OCC(=O)c1cccc(Br)c1
17	0.9	.	0.7	-6	-2	3	4	-4	11	-5	Cc1ccc(OCC(=O)NNC(=O)CSc2ncc(C#N)c(N)n2)cc1
18	-2.0	-5	-1.9	-2	5	-13	1	-1	8	7	C[C@H](CO)N1C[C@H](C)[C@@H](CN(C)S(=O)(=O)c2ccccc2)Oc2c(NS(=O)(=O)c3ccc(F)cc3)cccc2C1=O
19	0.7	12	-1.7	-5	4	-7	-4	-3	.	-2	Cc1cccnc1NC(=O)NC(=O)c1ccc(C(C)(C)C)s1
20	1.0	2	-2.7	23	1	1	-2	-3	-3	8	O=C(N/N=C/c1ccc([N+](=O)[O-])o1)C(=O)Nc1ccc(C(=O)O)cc1

7 entries drawn at random from the list so far:
entry	CDK5 p35 inh	Wnt bcat act	CAL PDZ FP-1	Tat export inh	cardiac RTF act	dFosB activator	V-ATPase pHluor	CAL PDZ FP-2	MITF TRPM1 HTS	Rtt109 Vps75	molecule
8	-3.1	.	-2.7	5	-4	-10	0	-3	-2	.	COCCn1nnnc1C(c1cccs1)N1CCN(c2ccccc2)CC1 (configuration not stated)
6	3.2	1	-0.3	-10	11	-8	-1	-1	-9	5	COc1cc(CC(=O)OCC(=O)Nc2cc([N+](=O)[O-])ccc2Cl)cc(OC)c1OC
7	-1.2	1	-2.8	-2	-5	-3	1	5	5	1	O=C(OCc1ccccc1)/C(=C/c1cccc([N+](=O)[O-])c1)NC(=O)c1ccco1
10	-0.9	-4	-0.6	5	5	-14	-4	17	0	1	Cc1ccc(S(=O)(=O)N2CCN(C(=O)[C@H](Cc3ccccc3)NC(=O)c3ccco3)CC2)cc1
15	-2.0	3	0.4	2	0	-6	-3	-5	-5	-5	Cc1ncn(-c2ccccc2)c1-c1ccccc1
9	-0.8	-1	-1.0	-18	-10	-1	2	-3	1	11	CCn1c(SCC(=O)NC2CCCC2)nnc1-c1ccncc1
1	-0.4	-5	-2.7	-1	8	-4	-1	-2	.	-4	CCOC(=O)C1(C)NC(c2ccc(OC)cc2OC)C2C(=O)N(c3cccc(OC)c3)C(=O)C21 (configuration not stated)

Next section
entry	CDK5 p35 inh	Wnt bcat act	CAL PDZ FP-1	Tat export inh	cardiac RTF act	dFosB activator	V-ATPase pHluor	CAL PDZ FP-2	MITF TRPM1 HTS	Rtt109 Vps75	molecule
21	-1.4	5	-3.2	7	5	-2	1	-5	4	-8	O=C(COC(=O)Cc1cccc2ccccc12)Nc1ccccc1-c1ccccc1
22	2.0	-3	-2.4	-5	1	-6	1	1	-6	-2	C/C(CCc1ccccc1)=N\NC(=O)C(=O)Nc1cccc(Cl)c1
23	-0.6	0	-0.6	-2	-2	-12	7	.	-2	18	CC(=O)N1CCc2cc(S(=O)(=O)CCC(=O)Nc3cc(C)cc(C)c3)ccc21
24	0.3	3	-1.9	-7	2	-9	1	-1	-9	-6	Cc1cc(OCC(=O)NNC(=O)c2ccncc2)ccc1C(C)C
25	-0.1	2	-2.1	-1	0	-7	5	-6	1	-4	COc1cccc(-c2ccc3ncnc(NCc4cc(C)cs4)c3c2)c1
26	-2.1	.	-0.9	4	-4	-6	-1	-3	7	-4	O=C(COC(=O)C1CC(=O)N(c2ccc3c(c2)OCCO3)C1)Nc1ccc2c(c1)CCC2 (configuration not stated)
27	1.4	0	0.5	10	3	-12	-1	-3	-2	-6	CC(NC(=O)CNC(=S)N(Cc1cccs1)C1CCCC1)c1ccccc1 (configuration not stated)
28	-1.7	-15	-2.2	-9	-3	4	-4	-2	-77	6	CCOc1ccccc1NC(=O)c1nc(S(=O)(=O)Cc2ccccc2)ncc1Cl
29	0.2	-1	2.4	-3	-4	0	-7	-5	-2	0	CC(C)OC(=O)CCNc1n[nH]c(=O)[nH]c1=O
30	0.8	-1	-0.2	0	6	-11	3	.	15	7	Cc1nc(Oc2ccccc2)c2ccccc2n1
31	0.7	-2	-1.5	7	-6	2	2	9	-3	4	O=C(NCc1ccc(F)cc1)C(c1ccccc1)c1ccccc1
32	-0.1	-2	-1.5	14	5	-9	0	.	.	5	Cc1ccccc1N1CC2=C(C1=O)C(c1ccccc1)NC(=O)N2C (configuration not stated)
33	-0.1	.	-1.1	-5	-3	6	0	-2	.	-3	O=C(NCCc1ccccc1)C(=O)NCC1(c2ccccc2)CCCC1
34	-2.1	-3	-1.9	10	2	-3	3	-1	-3	3	NS(=O)(=O)c1ccc(CNC(=S)NC(=O)c2ccco2)cc1
35	-1.1	-1	-1.6	-2	-6	8	-1	0	2	-5	CN(c1cccc(NC(=O)CN(c2cccc(F)c2)S(C)(=O)=O)c1)S(C)(=O)=O
36	1.1	.	0.1	-1	-4	-1	2	.	-8	11	O=C(CNCCO)N1CCc2ccccc21
37	2.2	-1	-1.9	-4	-6	3	2	-2	-2	16	COc1ccc(C(=O)NCCCNC(=O)c2cccnc2)cc1OC
38	1.8	-2	-1.3	1	-5	-2	4	6	-5	-2	O=C(COC(=O)C1(c2ccccc2)CC1)NNC(=O)c1ccccc1F
39	2.2	13	-3.9	-3	2	-4	-1	-5	?	7	Cn1cccc1/C=N/NC(=O)c1ccccn1
40	0.1	0	-0.4	-4	-3	-40	1	-4	0	-3	CN(C(=O)c1ccc(NC(=O)Cc2cccc(NC(=O)C3CCN(C(=O)c4ccccc4)CC3)c2)cc1)C1CCCC1
41	-1.1	-1	-3.1	-3	-3	-5	-2	.	8	6	COc1ccccc1-n1nnnc1SCC(=O)NCC1(N2CCCCC2)CCCCC1
42	-6.1	-2	-0.4	1	-1	?	1	-8	.	0	Cc1ccc(NC(=O)c2cc(NC(=O)c3ccco3)ccc2N2CCOCC2)cc1Cl
43	1.0	0	0.4	-11	-3	-6	-2	9	3	-2	CCOc1ccc(C2C(C(=O)c3ccc(C)o3)=C(O)C(=O)N2CCCN(CC)CC)cc1 (configuration not stated)
44	-0.5	.	-1.4	-6	-13	-4	0	-2	1	-50	O=C(NC1CCCC1)C(c1cccs1)N(Cc1ccco1)C(=O)Cn1nnc(-c2cccs2)n1 (configuration not stated)

Limited to Rtt109 Vps75 (six entries from above):
entry | Compound | Rtt109 Vps75
35 | CN(c1cccc(NC(=O)CN(c2cccc(F)c2)S(C)(=O)=O)c1)S(C)(=O)=O | -5
36 | O=C(CNCCO)N1CCc2ccccc21 | 11
37 | COc1ccc(C(=O)NCCCNC(=O)c2cccnc2)cc1OC | 16
38 | O=C(COC(=O)C1(c2ccccc2)CC1)NNC(=O)c1ccccc1F | -2
39 | Cn1cccc1/C=N/NC(=O)c1ccccn1 | 7
40 | CN(C(=O)c1ccc(NC(=O)Cc2cccc(NC(=O)C3CCN(C(=O)c4ccccc4)CC3)c2)cc1)C1CCCC1 | -3
